CHRM1 antagonist: blocks human M1 muscarinic receptor; CHO-K1 hM1, Fluo-8 calcium fluorescence, ACh EC80 antagonist; inhibition, % at 3 µM; AID 588852; actives 1.3% (n = 360,000); P11229;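 active means percent inhibition above its own plate's cutoff, namely the mean of that plate's compound wells plus 3 SD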;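 further: peak over basal fluorescence ratio during 140 s after agonist addition; 0% = ACh EC80 plus DMSO and 100% = DMSO alone without agonist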
Target sequence (P11229 whole entry, looked up): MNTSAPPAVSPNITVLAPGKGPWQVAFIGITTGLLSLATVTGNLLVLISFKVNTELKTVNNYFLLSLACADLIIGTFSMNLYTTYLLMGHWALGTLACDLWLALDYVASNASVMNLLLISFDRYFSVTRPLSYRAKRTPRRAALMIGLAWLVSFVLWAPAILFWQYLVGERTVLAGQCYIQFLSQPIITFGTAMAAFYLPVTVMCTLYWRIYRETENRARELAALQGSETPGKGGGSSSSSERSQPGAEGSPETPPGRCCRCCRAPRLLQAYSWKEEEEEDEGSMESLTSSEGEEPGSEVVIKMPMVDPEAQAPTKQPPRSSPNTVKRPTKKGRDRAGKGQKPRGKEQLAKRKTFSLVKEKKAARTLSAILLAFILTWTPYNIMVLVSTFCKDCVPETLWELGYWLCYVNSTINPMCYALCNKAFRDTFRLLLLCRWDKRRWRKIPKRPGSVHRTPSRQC
TAAR1 antagonist: human TAAR1 antagonism; Q96RJ0; CHO RD-HGA16 TAAR1, Fluo-8 calcium fluorescence, antagonist; actives 1.5% (n = 360,000); inhibition, % at 3 µM;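 active means inhibition above a per-plate cutoff, the mean inhibition of test compounds on that plate plus 3 SD, cut at about 49% in these data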;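 further: 0% = DMSO plus EC80 beta-PEA response and 100% = DMSO alone without agonist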
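Material: RD-HGA16 CHO cells with stable hTAAR1 and Gα16; Dosing: single nominal final test compound concentration of 3 µM; Schedule: seeding 17-24 h prior, 75-min 37 °C, 30-min RT dye loading; Detection: kinetic Fluo-8 calcium fluorescence measurement; Measure: % inhibition from peak post-agonist over basal fluorescence ratio; Benchmarks: vehicle and agonist controls.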
OXTR potentiate: human OXTR potentiation; CHO-OTR cells, Fluo-8 calcium fluorescence, potentiator mode; 0% = oxytocin EC15, 100% = EC100; AID 2445; actives 0.061% (n = 320,000); activation, % at 3 µM;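 active means activation above that plate's cutoff, the mean activation of tested compounds plus 3 SD, cut at about 6.6% in these data, passing the limit was not always enough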;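 further: 100% uses oxytocin at 75 nM as the full agonist control; some results filed as inactive read as strong as hits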
Target sequence (P30559 whole entry, looked up): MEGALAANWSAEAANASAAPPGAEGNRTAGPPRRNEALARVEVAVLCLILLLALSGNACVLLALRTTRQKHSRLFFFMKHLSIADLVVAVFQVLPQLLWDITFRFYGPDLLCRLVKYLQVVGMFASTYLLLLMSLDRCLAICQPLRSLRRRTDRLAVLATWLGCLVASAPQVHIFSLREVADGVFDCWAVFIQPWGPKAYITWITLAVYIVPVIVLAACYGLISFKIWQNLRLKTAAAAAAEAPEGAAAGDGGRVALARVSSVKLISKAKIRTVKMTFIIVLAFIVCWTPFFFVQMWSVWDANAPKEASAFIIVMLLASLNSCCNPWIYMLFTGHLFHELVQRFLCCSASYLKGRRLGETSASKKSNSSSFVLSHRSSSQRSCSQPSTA
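Replication – single well per compound, singlicate · Assay system – CHO cell line stably expressing human OTR · Timing – 6 min pre-incubation, 100 s read · Measure – normalized max/min fluorescence ratio, % activation · Doses – 3.0 µM, one dose · Detection – Fluo-8 calcium dye fluorescence · Probe or stimulus – oxytocin near EC15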
CHRM1 agonist: human M1 muscarinic receptor agonism; CHO-K1 hM1, Fluo-8 calcium fluorescence, agonist mode; 0% DMSO, 100% acetylcholine EC100; activation, % at 3 µM; actives 0.33% (n = 360,000); AID 588814;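 active means activation above the run's mean compound activation plus 3 SD, cut at about 16% in these data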;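 further: peak over basal fluorescence ratio within a 140 s kinetic read after compound addition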
V1aR counter: counter-screen for oxytocin receptor agonists: human V1a receptor agonists; P37288; CHO-V1R cells, Fluo-8 calcium fluorescence, agonist mode; 0% DMSO, 100% 3 nM vasopressin; activation, % at 3 µM; actives 0.25% (n = 320,000); AID 2797;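 active means activation above the mean activation of all tested compounds plus 3 SD, per screening run, cut at about 20% in these data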;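 further: signal is peak over basal fluorescence ratio across a 100 second FLIPR read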
CHRM1 PAM: positive allosteric modulators of human M1 muscarinic receptor | actives 0.088% (n = 360,000) | activation, % at 3 µM | CHO-K1 hM1, Fluo-8 calcium fluorescence, ACh EC20; 0% = ACh EC20, 100% = maximal ACh | AID 588819 | P11229; in the data active means activation above about 19%, passing the limit was not always enough
TAAR1 agonist: human TAAR1 agonism. Q96RJ0. CHO RD-HGA16 TAAR1, Fluo-8 calcium fluorescence; vehicle wells 0%, saturating PEA agonist 100%. activation, % at 3 µM. actives 0.99% (n = 360,000). AID 624467;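 active means activation above the mean activation of all test compounds in the run plus 3 SD, cut at about 38% in these data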
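Test system: RD-HGA16 (CHO) cells co-expressing Gα16 and hTAAR1 / Benchmarks: DMSO vehicle as 0%, PEA at EC100 as 100% / Repeats: no replicates (n 1) / Measure: % activation from peak over basal fluorescence ratio, DMSO-to-PEA scaled / Timing: 17-24 h plating, Fluo-8 75 min 37 °C, 30 min RT / Technique: kinetic Fluo-8 calcium fluorescence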
CHO parental Ca: counter-screen for OX1R antagonists: effect in parental CHO cells. parental CHO-K1, ATP-induced calcium, Fluo-8 fluorescence. inhibition, % at 5.6 µM. actives 0.63% (n = 330,000);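 active means inhibition above that plate's mean sample inhibition plus 3 SD, cut at about 26% in these data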;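 further: 0% = ATP-challenged DMSO wells and 100% = DMSO wells without ATP; some compounds past the cut are filed as inactive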
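test system = CHO parental line | reagent = ATP stimulus | measured by = intracellular calcium via Fluo-8 no-wash fluorescent dye | control set = ATP and no-ATP DMSO wells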
OXTR agonist: human OXTR agonism. P30559. CHO-OTR cells, Fluo-8 calcium fluorescence; normalized: DMSO 0%, oxytocin 100%. activation, % at 3 µM. actives 0.32% (n = 320,000). AID 2435;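 active means activation above the mean of all tested compounds plus 3 SD, cutoff set per screening run, cut at about 20% in these data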;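 further: peak over basal fluorescence ratio from a 100 s FLIPR kinetic read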
Numbers without * were called inactive; . = not tested or not shown. Rows are unselected (roughly 3.7% active in at least one column).

structure	CHO parental Ca	TAAR1 agonist	CHRM1 PAM	CHRM1 antagonist	OXTR agonist	V1aR counter	CHRM1 agonist	TAAR1 antagonist	OXTR potentiate
CN(Cc1cccnc1)C(=O)CC1C(=O)NCCN1Cc1ccc(-c2ccccc2)cc1 (configuration not stated)	-5	2	6	-11	1.6	1.0	-4	-16	-4
Nc1[nH]ncc1C(=O)Nc1cccc(C(F)(F)F)c1	-3	6	4	-5	-0.5	0.8	-3	-3	-11
CCc1nnc(NC(=O)C2CCN(c3nc(C)cc(C)n3)CC2)s1	-6	0	0	8	-0.7	-0.3	-4	4	-3
COc1ccc(C=O)cc1Cn1ccnc1	1	2	2	14	0.8	-0.5	-5	9	-15
NCCN1C(=O)c2ccccc2C1(O)c1ccc(Cl)cc1 (configuration not stated)	.	3	0	-6	.	.	-2	-9	.
Cc1ccc(-c2cc(C(=O)Nc3c(C)n(C)n(-c4ccccc4)c3=O)c3ccccc3n2)cc1	-27	10	-1	2	-0.8	-0.9	-1	49*	0
CC(Oc1ccc2c(-c3ccccc3)cc(=O)oc2c1)C(=O)N1CCC[C@@H]1C(N)=O (some centres not stated)	-13	3	-2	4	0.3	0.0	-5	2	0
O=c1[nH]c(N/N=C\c2ccc3c(c2)OCO3)nc2ccccc12	-14	1	13	-12	-2.7	-0.9	-7	6	-2
Cc1cc(C(=O)OCC(=O)Nc2cccnc2Cl)c2ccccc2n1	-22	1	6	-7	1.8	0.2	-2	-5	3
O=C(CCN1C(=O)S/C(=C\c2ccccc2)C1=O)NC1CCS(=O)(=O)C1 (configuration not stated)	-11	1	0	7	5.8	5.5	-1	-2	-8
Cc1onc(C(=O)NCCc2ccccc2)c1[N+](=O)[O-]	-8	34	9	-11	0.9	0.9	-3	6	-13
CCOc1ccccc1Nc1nnc(SCC(=O)NCC2CCCO2)s1 (configuration not stated)	-14	0	2	-12	-0.7	15	-3	-3	0
O=C(NCc1ccco1)C(c1ccccc1F)N(Cc1cccnc1)C(=O)Cn1nnc2ccccc21 (configuration not stated)	-26	3	-1	0	-0.9	0.2	-2	-2	-4
Cc1c(N)cc2c(c1N)C(C)(C)CC2(C)C	.	0	8	0	.	.	2	-3	.
Cc1ccc(S(=O)(=O)CNC(=S)c2ccc3ccccc3c2)cc1	-2	6	-4	9	-0.9	-1.1	-6	13	-8
COc1ccccc1NC(=O)C(=O)NNC(=O)COc1ccc2ccccc2c1	1	-1	-1	-1	-1.5	-1.3	-4	-12	-5
Cc1nc2ccc(S(=O)(=O)NCC(=O)NCc3ccc4c(c3)OCO4)cc2s1	-19	0	6	-6	-2.3	-0.3	-4	-30	-13
CC(C)Cc1nnc(NC(=O)C2CSC3(C)CCC(=O)N23)s1 (configuration not stated)	-8	24	9	-12	0.2	0.0	1	-18	-2
C/C(Cl)=C/Cn1c(SCCN2CCOCC2)nc2c1c(=O)[nH]c(=O)n2C	-7	2	2	5	-0.6	0.5	-5	-8	-6
COc1ccc(NC(=S)N2CCN(S(=O)(=O)c3ccccc3)CC2)cc1OC	.	2	4	0	.	.	-4	-8	.
COc1ccc(C2Oc3ccccc3N2C(C)=O)cc1 (configuration not stated)	-2	2	3	3	-0.6	-0.1	-5	20	-10
CO/N=C/c1ccc(Oc2ccc(C)cc2)nc1	4	6	2	-5	-2.1	-2.1	0	10	-9
CC(=O)c1cccc(Nc2cc(C)nc3c(C)cccc23)c1	-4	1	1	0	-0.6	-0.3	-8	-19	-3
COc1ccc(NC(=O)NC2(C(=O)N3CCCCCC3)CCCCC2)cc1	-6	11	6	-4	-0.8	-0.4	0	-18	-1
O=C(CN1C(=O)NC2(CCOc3ccccc32)C1=O)NCc1ccc(F)cc1 (configuration not stated)	-11	2	12	-7	-0.6	0.1	-2	-10	-5
C[C@@H]1CN([C@H](C)CO)C(=O)CCCn2nncc2CO[C@H]1CN(C)S(=O)(=O)c1ccccc1F	.	5	-1	5	.	.	-8	2	.
COc1cccc(CC(=O)NCC2(N3CCCCC3)CCCCC2)c1	-17	2	9	-12	-0.5	0.6	-6	18	-9
CCOC(=O)c1c(C=O)c(C)n(Cc2ccccc2)c1C	-17	7	3	1	-2.5	-1.1	1	-11	-12
COc1ccc(-c2cn[nH]c2-c2ccc(O)cc2O)cc1OC	-12	0	1	3	0.4	1.3	-1	-3	-5
OCc1ccccc1-c1nc(NCC2CC2)nc2ccsc12	.	-2	-4	-7	.	.	-10	0	.
O=C(Cn1c(=O)oc2cc(S(=O)(=O)N3CCCC3)ccc21)Nc1ccccc1Br	15	.	1	0	2.0	1.5	-2	.	-9
Nc1nonc1C(=O)NCCNCc1c(OCc2ccccc2F)ccc2ccccc12	-5	29	-8	15	14	13	-5	28	-11
C[N+](C)(C)CCCCCC[N+](C)(C)C	-2	3	6	-33	0.3	0.6	1	-8	-3
O=S(=O)(NC1c2cccc3cccc(c23)C1Sc1ncccn1)c1ccccc1 (configuration not stated)	-7	3	-6	10	-0.6	0.3	-6	16	-4
CN(C(=O)COC(=O)/C=C/c1ccc(C(F)(F)F)cc1)c1c(N)n(Cc2ccccc2)c(=O)[nH]c1=O	-17	-1	8	-12	-0.5	-0.7	-3	-17	-10
O=C(CSc1nnnn1-c1ccc2c(c1)OCCO2)N1CCc2ccccc21	-18	6	9	-29	-0.5	0.3	0	13	0
COc1ccc(NC(=O)CSc2nnc(-c3ccccc3Cl)n2Cc2ccco2)c(OC)c1	-27	10	0	-20	-1.1	0.0	-5	-9	-5
CC1(C(=O)NCc2ccc(C(F)(F)F)cc2)CCN1Cc1c(F)cccc1F (configuration not stated)	.	3	0	-19	.	.	-4	21	.
CC(Oc1ccc(Cl)cc1)C(=O)/C=C/N(C)C (configuration not stated)	-5	8	8	0	3.6	0.6	-3	16	2
COc1ccccc1OCC(=O)NC1CCCCCCC1	-3	9	-1	-4	-2.2	-1.0	-7	-2	-5
CCc1ccc(NC(=O)CS(=O)CC(=O)NCC2OCCc3ccccc32)cc1 (configuration not stated)	-18	3	6	-13	-1.3	-0.9	-3	7	-20
CCC(=O)N1c2ccccc2NC2=C(C(=O)CCC2)C1c1ccco1 (configuration not stated)	4	2	-6	2	0.4	-0.2	-7	1	0
COc1cc(NC(C(=O)Nc2cccc(C(C)=O)c2)c2ccccc2)cc(OC)c1OC (configuration not stated)	-8	4	9	2	1.9	5.1	0	-6	-8
C1CCc2c(nc3nnnn3c2NCC2CC2)C1	-3	-4	10	-13	-0.7	1.3	-4	-7	-10
Cc1onc(-c2c(Cl)cccc2Cl)c1C(=O)NCc1cccs1	-16	6	2	-8	-1.8	0.0	-10	-6	0
COc1cc(-c2cnc3c(NC=O)cc(-c4ccccc4Cl)cn23)cc(OC)c1OC	.	1	0	-6	.	.	-1	5	.
Cc1cc(C)n(/N=C/c2ccco2)c(=O)c1C#N	-3	1	15	-9	-0.2	-0.4	-5	-27	-6
c1ccc2c(C[n+]3csc4ccccc43)cccc2c1	9	21	3	4	1.1	0.6	-3	14	-1
O=C(NC1CC1)c1ccc(CS(=O)c2ccccc2)o1 (configuration not stated)	3	0	1	-9	0.0	0.2	0	12	-4
O=C(Nc1cccc(Cl)c1Cl)C1CCCC1	-14	2	14	-7	-4.0	-1.3	-4	-24	-8
O=c1[nH]c(/C=C\c2cccc(Cl)c2)nc(O)c1[N+](=O)[O-]	1	6	0	-5	1.4	-0.3	-2	-9	-1
O=C(CCC1COc2ccccc2O1)Nc1ccc(Cl)cn1 (configuration not stated)	1	13	-1	-27	-1.2	-1.4	-3	16	-14
CCCCOc1ccc(C(=O)NCC(=O)NCCOc2ccccc2OC)cc1	0	9	4	-8	-2.4	-0.5	-6	-18	-3
CC(=O)Nc1cccc(Oc2nc(-c3ccccn3)nc3ccccc23)c1	-11	2	3	-11	0.4	0.0	-2	-7	3
COc1ccc(C)cc1-n1nnnc1SCC(=O)Nc1cc(C)on1	-11	.	4	-9	1.0	2.0	-2	.	-2
CC1CCc2sc(C(=O)N/N=C/c3ccc([N+](=O)[O-])cc3)cc2C1 (configuration not stated)	-9	1	-4	3	-0.6	-0.6	-3	-21	-3
N#Cc1cc(Sc2ccccn2)c(Sc2ccccn2)cc1C#N	-12	12	7	-10	-0.4	-0.4	-4	7	-3
CCOC(=O)c1ccccc1NC(=O)COc1ccccc1	-40	6	-7	12	-1.6	0.0	-5	0	-2
O=C(Cn1nnc2c(cnn2-c2ccccc2)c1=O)N1CCN(c2ccccc2F)CC1	-14	9	-2	4	-1.6	0.5	-1	13	-16
CC1CCCCN1CCCNC(=O)C1CCN(c2nc3ccccc3o2)CC1 (configuration not stated)	0	0	-28	78*	0.4	0.0	-10	-4	-6

Next section.
structure	CHO parental Ca	TAAR1 agonist	CHRM1 PAM	CHRM1 antagonist	OXTR agonist	V1aR counter	CHRM1 agonist	TAAR1 antagonist	OXTR potentiate
CCC1CCCCN1S(=O)(=O)c1ccc(NC(=O)C2CC(=O)N(C(C)(C)C)C2)cc1 (configuration not stated)	.	12	0	10	.	.	-4	4	.
COCCNc1nc(C)cc(-c2cc(C(=O)NC3CCCC3)on2)n1	-10	3	0	2	-0.1	0.0	-3	7	-10
O=C(O)[C@H](CO)Nc1ncnc2sc3c(c12)CCC3	-10	6	11	-2	0.3	0.4	2	-9	0
CN1C(=O)C(CC#N)(C2(CC#N)C(=O)N(C)c3ccccc32)c2ccccc21 (configuration not stated)	.	0	0	-4	.	.	-2	10	.
COc1ccc(C(=O)OCC(=O)N(C)C2CCS(=O)(=O)C2)cc1S(=O)(=O)N1CCCc2ccccc21 (configuration not stated)	-11	0	-3	-8	-1.0	1.6	-9	-13	-7
CCOc1cc(NC(=O)c2cccs2)c(OCC)cc1NC(=O)c1cccnc1	-4	1	0	6	0.8	-0.1	-3	4	-9
COc1cccc(-c2nc(CS(=O)(=O)CC(=O)Nc3cccc(C)c3C)c(C)o2)c1	-24	0	-9	19	-1.3	-0.6	-4	5	-5
